SRC3 inh: inhibitors of human steroid receptor coactivator 3 (SRC3); AID 588352; 360,000 compounds, 0.17% hits; HEK293 GAL4-SRC3 luciferase reporter, luminescence; inhibition, % at 3.6 µM;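 active = inhibition above a per-campaign cutoff, the mean of all compounds plus 3 SD, cut at about 60% in these data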;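 also: 0% = DMSO-treated cells and 100% = gossypol-treated cells at 36 µM; higher means less SRC3-driven luciferase light from the GAL4 reporter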
LRH-1 inv ag: inverse agonists of human LRH-1 (NR5A2). 360,000 compounds, 0.13% hits. HEK293T StAR-luciferase reporter, LRH-1 transfected, 24 h. inhibition, % at 3.6 µM;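 active = inhibition above the mean inhibition of all tested compounds plus 3 SD, cut at about 73% in these data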;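 also: 0% = DMSO wells and 100% = reporter-only cells lacking LRH-1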
TWEAK Fn14 block: inhibitors of TWEAK-Fn14 interaction signaling; inhibition, % at 10 µM; TWEAK-stimulated Fn14 reporter cells, luciferase luminescence, 8 h; 360,000 compounds, 2% hits; in the data active = inhibition above about 50%
SRC2 inh: human SRC2 (NCOA2) inhibition; Q15596; HEK293 GAL4-SRC2 luciferase reporter, luminescence; inhibition, % at 9 µM; 370,000 compounds, 0.17% hits; AID 651957;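 active = inhibition above the mean inhibition of all tested compounds plus 3 SD, set per campaign, cut at about 52% in these data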;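 also: 0% = DMSO treated cells and 100% = cells given Gossypol at 36 µM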
NCOA1 inh: inhibits human SRC1 coactivator. HEK293 GAL4-SRC1 luciferase reporter, luminescence. inhibition, % at 3.6 µM. 360,000 compounds, 0.12% hits;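 active = inhibition above the campaign mean plus 3 SD, with each screening campaign given its own cutoff, cut at about 60% in these data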;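 also: 0% = DMSO treated cells and 100% = gossypol at 36 µM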
Granule exo inh: lytic granule exocytosis inhibition; TALL-104 LAMP-1 surface exposure, flow cytometry; cells stimulated with thapsigargin and PMA; inhibition, % at 10 µM; 360,000 compounds, 0.66% hits; AID 651702;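 active = inhibition above about 55%, limit read from the data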
TLR9-MyD88 block: blocks human TLR9 binding to MyD88; Q9NR96+Q99836; CHO BLA complementation TLR9-MyD88, CCF4 FRET ratio; inhibition, % at 4.98 µM; 340,000 compounds, 0.21% hits; AID 504734;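 active = inhibition above the mean over all tested compounds plus 3 SD, cut at about 21% in these data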;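 also: 0% = DMSO only wells and 100% = clavulanate BLA inhibitor control wells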
Target sequence (Q99836 whole entry, looked up): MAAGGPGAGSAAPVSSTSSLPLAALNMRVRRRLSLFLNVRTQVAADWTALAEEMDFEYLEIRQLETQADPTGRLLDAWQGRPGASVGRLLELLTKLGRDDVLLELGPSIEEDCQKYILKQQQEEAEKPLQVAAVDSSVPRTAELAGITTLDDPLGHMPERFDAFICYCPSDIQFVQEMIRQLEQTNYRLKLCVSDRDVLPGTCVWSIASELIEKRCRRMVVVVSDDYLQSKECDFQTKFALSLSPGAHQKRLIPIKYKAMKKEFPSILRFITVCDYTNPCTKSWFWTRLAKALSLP
Target sequence (Q9NR96 whole entry, looked up): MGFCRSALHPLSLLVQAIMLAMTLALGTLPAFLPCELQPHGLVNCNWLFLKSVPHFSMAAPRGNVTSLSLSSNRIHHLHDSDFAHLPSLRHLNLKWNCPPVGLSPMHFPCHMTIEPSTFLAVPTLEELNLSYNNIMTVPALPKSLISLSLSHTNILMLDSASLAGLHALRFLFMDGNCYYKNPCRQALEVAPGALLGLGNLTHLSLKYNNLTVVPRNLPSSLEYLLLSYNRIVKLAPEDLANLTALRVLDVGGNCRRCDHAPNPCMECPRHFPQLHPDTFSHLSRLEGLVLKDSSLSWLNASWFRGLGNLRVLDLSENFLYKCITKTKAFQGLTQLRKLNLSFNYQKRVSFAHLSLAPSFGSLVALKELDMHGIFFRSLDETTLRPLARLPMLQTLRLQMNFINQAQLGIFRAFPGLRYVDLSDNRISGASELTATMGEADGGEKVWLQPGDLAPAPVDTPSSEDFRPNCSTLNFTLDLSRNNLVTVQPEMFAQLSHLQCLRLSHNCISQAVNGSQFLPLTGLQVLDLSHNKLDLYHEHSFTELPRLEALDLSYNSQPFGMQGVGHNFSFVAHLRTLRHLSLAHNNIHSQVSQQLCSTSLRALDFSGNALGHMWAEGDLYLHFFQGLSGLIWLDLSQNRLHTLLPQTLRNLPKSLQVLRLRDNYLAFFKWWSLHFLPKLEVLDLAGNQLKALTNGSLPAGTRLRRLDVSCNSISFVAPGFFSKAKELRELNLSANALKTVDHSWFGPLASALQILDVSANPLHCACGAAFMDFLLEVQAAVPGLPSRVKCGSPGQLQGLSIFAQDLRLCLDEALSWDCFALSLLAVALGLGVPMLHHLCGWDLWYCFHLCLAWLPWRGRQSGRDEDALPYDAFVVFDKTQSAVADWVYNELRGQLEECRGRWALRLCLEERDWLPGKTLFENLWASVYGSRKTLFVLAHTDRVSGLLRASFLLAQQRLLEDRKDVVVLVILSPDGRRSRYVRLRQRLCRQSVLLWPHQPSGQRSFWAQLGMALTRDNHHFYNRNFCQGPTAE
NOD2 RIPK2 PPI: blocks binding of human NOD2 to RIPK2 | inhibition, % at 4.98 µM | O43353 | 360,000 compounds, 0.38% hits | CHO BLA complementation NOD2-RIPK2, CCF4 ratio; in the data active = inhibition above about 21%;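 also: 0% = vehicle only and 100% = reference blocker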
TROY signal inh: TROY signaling inhibition; Q293 LMP1-TROYcd NF-kB luciferase reporter, 4 h; inhibition, % at 10 µM; 360,000 compounds, 0.98% hits;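 active = compounds whose plate-normalised and pattern-corrected inhibition of the luciferase reporter signal at the single screening dose is 50% or more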
COUP-TFII inh: blocks human COUP-TFII nuclear receptor. HEK293T NGFI-A luciferase reporter, luminescence. inhibition, % at 8.6 µM. AID 686940. 370,000 compounds, 0.7% hits;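 active = inhibition above a per-plate cutoff, mean inhibition of test wells between control levels plus 3 SD, cut at about 38% in these data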;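 also: cells cotransfected with COUP-TFII expression vector driving the NGFI-A reporter; 0% = median of COUP-TF2 test wells and 100% = reporter-only cells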
ABHD5 PLIN5 PPI: ABHD5-PLIN5 protein interaction inhibition. inhibition, % at 4 µM. AID 602281. 360,000 compounds, 0.78% hits. Split G. princeps luciferase complementation, luminescence, 4 h. Q00G26+Q8WTS1;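 active = inhibition above the mean inhibition across every tested compound plus 3 SD, cut at about 22% in these data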;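 also: 0% = DMSO only wells and the 100% control is not disclosed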
Active calls of the source: *; / = no result given. This is a subset (hit frequency here may not be typical).

#1 COC(=O)CCC(NS(=O)(=O)OCC(Cl)(Cl)Cl)c1ccccc1 (stereo not given)
#2 O=C(Nc1ccccc1Cl)c1cc(C2CCCN(C(=O)OCCF)C2)on1 (stereo not given)
#3 CCCc1[nH]nc2c1C(c1ccc(O)c(OC)c1)C(C#N)=C(N)O2 (stereo not given)
#4 CN1CCN(C(=O)c2cccc(COc3cc(Cl)ccc3Cl)c2)CC1
#5 CCS(=O)(=O)N1CCCC(C(=O)NCCN2CCC(Cc3ccccc3)CC2)C1 (stereo not given)
#6 FC(F)(F)c1cnc(C(c2ccccc2)c2ncn[nH]2)c(Cl)c1 (stereo not given)
#7 O=C(COc1ccc2c(c1)oc(=O)c1ccccc12)NC(Cc1ccc(Cl)cc1)C(=O)O (stereo not given)
#8 COc1ccc(C(=O)NCCCn2nc(C)cc2C)cc1S(=O)(=O)N1CCOCC1

Screen / compound no.,1,2,3,4,5,6,7,8
SRC3 inh,-9,-23,-3,-77,9,-17,-4,-27
LRH-1 inv ag,9,-60,-3,-93,5,4,-4,-9
TWEAK Fn14 block,2,-41,-8,-35,16,5,3,-13
SRC2 inh,-26,-39,4,-30,8,16,0,6
NCOA1 inh,-3,-31,10,-95,6,1,2,3
Granule exo inh,0,-3,4,-2,1,0,2,0
TLR9-MyD88 block,-2,/,-7,-1,3,4,-9,-4
NOD2 RIPK2 PPI,10,-2,7,-7,-6,2,-3,-12
TROY signal inh,-13,-37,-9,-24,-5,8,1,-10
COUP-TFII inh,1,-9,-7,-27,4,3,-7,-8
ABHD5 PLIN5 PPI,-9,-10,1,13,-9,-4,-2,5

#9 CCN(CC)CC(=O)Nc1sc2c(c1C(=O)c1ccccc1C)CCC2
#10 Cn1cnc(S(=O)(=O)N2CCN(c3ccc(F)cc3)CC2)c1
#11 Cn1c(-c2ccc(Cl)nc2)nc2cc(Cl)ccc21
#12 CCOC(=O)C1CCN(C(=O)C2CCN(C(=O)c3ccc([N+](=O)[O-])cc3)CC2)CC1
#13 O=C(Cc1csc(N2CCOCC2)n1)N/N=C/c1ccc(Cl)cc1Cl
#14 CC(C)=CC(=O)OCc1csc(CC(=O)Nc2ccccc2C)n1
#15 CCc1nc2c(OCC(N)=O)cccn2c1N(C)C(=O)C(C)C
#16 CCc1ccc(NC(=O)CC2C(=O)N(c3ccc(OC)cc3)C(=O)N2CCOC)cc1 (stereo not given)

Screen / compound no.,9,10,11,12,13,14,15,16
SRC3 inh,6,7,2,-4,5,15,9,12
LRH-1 inv ag,10,1,-5,5,-8,-13,3,-3
TWEAK Fn14 block,-16,8,-29,0,18,-30,1,-6
SRC2 inh,12,-6,13,/,19,-50,-4,-6
NCOA1 inh,-2,-1,-29,17,-15,-12,14,7
Granule exo inh,0,0,19,0,-7,-4,5,-6
TLR9-MyD88 block,-5,/,5,-7,-5,-7,/,-2
NOD2 RIPK2 PPI,6,1,-8,-2,1,3,3,12
TROY signal inh,-7,3,-3,-6,0,-28,-6,-10
COUP-TFII inh,-3,-1,-19,/,8,2,-19,1
ABHD5 PLIN5 PPI,5,-8,5,3,-1,-9,-2,5

#17 Cc1cc(Br)ccc1OCC(=O)NNC(=O)c1ccc(NC(=O)C2CC2)cc1
#18 O=C(NC1CCCCCCC1O)c1ccccc1 (stereo not given)
#19 COC(=O)CSc1nc(N)c(C#N)c(CC(C)C)c1C#N
#20 CCCCS(=O)(=O)N1C2=NC(C(=O)OC)=C(C(=O)OC)[C@@H]3N(C)c4ccc(OC)cc4[C@]23C[C@H]1C(=O)OC
#21 COC(=O)C1C(=O)C2=C(CC1C)NC(C)=C(C(=O)OCc1ccc(OC)cc1)C2c1ccc(C)o1 (stereo not given)
#22 CCN(CC(=O)NCc1ccc(Cl)cc1)C(=O)CCOc1ccccc1C
#23 COc1ccc(N2CCN(S(=O)(=O)c3ccc4c(c3)OCCO4)CC2)cc1
#24 CS(=O)(=O)c1cccc(S(=O)(=O)N2CCCCCC2)c1

Screen / compound no.,17,18,19,20,21,22,23,24
SRC3 inh,-3,-7,0,0,0,19,16,-8
LRH-1 inv ag,-10,-10,-2,0,2,6,-8,-2
TWEAK Fn14 block,-2,5,11,1,4,-21,-1,-9
SRC2 inh,-17,18,15,/,8,-17,3,12
NCOA1 inh,14,-9,5,2,-38,-14,15,-10
Granule exo inh,-2,-1,10,-5,4,80*,4,4
TLR9-MyD88 block,6,-2,2,-7,0,-3,0,-3
NOD2 RIPK2 PPI,10,3,-10,-7,-9,13,3,1
TROY signal inh,-6,4,-18,-10,13,1,-17,14
COUP-TFII inh,-12,-4,8,/,3,-5,4,-35
ABHD5 PLIN5 PPI,1,-11,12,10,12,7,-3,5

#25 CC(=O)NNc1nc(-c2ccc(NC(C)=O)cc2)cs1
#26 CN(C)S(=O)(=O)c1cccc(NC(=O)CN2C(=O)NC3(CCc4ccccc4C3)C2=O)c1 (stereo not given)
#27 CCOC(=O)C1CCN(c2cc(=O)n(Cc3ccc(F)cc3)c(=O)[nH]2)CC1
#28 COC(=O)Nc1ccc(C)c(NC(=O)OC)c1
#29 CC1Cc2ccccc2N1C(=O)COC(=O)c1ccccc1NCCO (stereo not given)
#30 C[C@H](CCC(=O)NCC(=O)O)[C@H]1CC[C@H]2C3[C@H](O)C[C@@H]4C[C@H](O)CC[C@]4(C)[C@H]3C[C@H](O)[C@]12C (stereo not given in full)
#31 CCc1ccc(NC(=O)Cn2nnc(C(=O)NCc3ccc(OC)cc3)c2N)cc1
#32 Clc1ccc(OCCOCCOc2cccc3cccnc23)c(Br)c1

Screen / compound no.,25,26,27,28,29,30,31,32
SRC3 inh,-5,-5,1,4,-11,-3,16,2
LRH-1 inv ag,3,-8,-6,17,-53,4,1,-38
TWEAK Fn14 block,-12,4,-9,4,57*,-4,-8,-40
SRC2 inh,-1,4,1,12,-2,-3,9,12
NCOA1 inh,-8,2,-10,6,-10,1,-9,-13
Granule exo inh,-1,-5,-7,-1,-6,1,-4,11
TLR9-MyD88 block,6,5,-3,-3,2,2,6,-3
NOD2 RIPK2 PPI,-13,5,-4,-2,-12,-18,5,10
TROY signal inh,-11,-8,-2,-17,25,3,-9,-12
COUP-TFII inh,-3,3,10,2,0,4,-11,11
ABHD5 PLIN5 PPI,-22,0,6,12,4,-4,-8,2

#33 CC1=C(C#N)C(c2ccc(O)cc2)C2=C(CCCC2=O)N1 (stereo not given)
#34 Cc1ccc(-c2csc3ncnc(SCC(=O)O)c23)cc1
#35 COc1ccc(CNC(=O)CCC2N=C3c4ccccc4N=C(SCC(=O)NCC4CCCO4)N3C2=O)cc1 (stereo not given)
#36 COc1ccc(C(=O)CSc2n[nH]c(=O)[nH]c2=O)cc1
#37 CCc1ccccc1N(CC(=O)Nc1cccc(N(C)S(C)(=O)=O)c1)S(C)(=O)=O
#38 COc1ccc(C)c(NC(=O)C2CC(=O)NC3=C2C(=O)CCC3)c1 (stereo not given)
#39 O=C(OCCN1CCCCC1)c1ccccc1Cl
#40 Fc1ccc(NC(=S)NC2CC3CCCC(C2)N3Cc2cccs2)cc1 (stereo not given)

Screen / compound no.,33,34,35,36,37,38,39,40
SRC3 inh,-42,-3,1,4,2,7,-9,11
LRH-1 inv ag,-14,7,20,1,15,-3,17,11
TWEAK Fn14 block,18,9,0,11,1,9,-14,-7
SRC2 inh,10,-9,-7,3,-1,3,-8,-3
NCOA1 inh,-46,-12,-8,7,14,-1,-5,-5
Granule exo inh,0,5,-3,-7,-12,3,-2,0
TLR9-MyD88 block,-1,4,-7,-9,3,-3,6,-1
NOD2 RIPK2 PPI,2,-1,-2,-13,-6,-13,-8,6
TROY signal inh,40,7,2,-6,0,-13,-39,13
COUP-TFII inh,-23,20,5,-1,-8,2,15,-7
ABHD5 PLIN5 PPI,-2,5,0,0,-6,-5,4,-2

#41 O=C(Nc1ccccc1C(=O)N1CCCCC1)NC1CCCCC1
#42 CC1O[C@H](OC2C(COC3OC(CO)C(O)[C@H](O)C3O)OC(OC3CC[C@]4(C)C(CC[C@@]5(C)[C@@H]4C=C[C@]46OC[C@@]7(CCC(C)(C)C[C@H]74)C(O)C[C@@]56C)C3(C)C)C(O)C2O)C(O)C(O)C1O (stereo not given in full)
#43 CC(=O)NCCC(=O)N(C)CC1CCN(CCc2cccc(C(F)(F)F)c2)CC1
#44 Cc1ccc(-c2cc3c(n2-c2ccc(C(=O)O)cc2)CCCC3=O)cc1

Screen / compound no.,41,42,43,44
SRC3 inh,15,-11,-2,-9
LRH-1 inv ag,2,3,0,-25
TWEAK Fn14 block,2,-6,-3,-4
SRC2 inh,-1,-21,-26,-15
NCOA1 inh,2,-30,-6,-11
Granule exo inh,-2,-5,-5,2
TLR9-MyD88 block,8,-7,-10,5
NOD2 RIPK2 PPI,2,5,-2,-1
TROY signal inh,8,-9,-16,-52
COUP-TFII inh,-11,-5,7,-18
ABHD5 PLIN5 PPI,-1,1,4,-4

Entries from the list above that contain fluorine:
#2 O=C(Nc1ccccc1Cl)c1cc(C2CCCN(C(=O)OCCF)C2)on1 (stereo not given)
#6 FC(F)(F)c1cnc(C(c2ccccc2)c2ncn[nH]2)c(Cl)c1 (stereo not given)
#10 Cn1cnc(S(=O)(=O)N2CCN(c3ccc(F)cc3)CC2)c1
#27 CCOC(=O)C1CCN(c2cc(=O)n(Cc3ccc(F)cc3)c(=O)[nH]2)CC1
#40 Fc1ccc(NC(=S)NC2CC3CCCC(C2)N3Cc2cccs2)cc1 (stereo not given)
#43 CC(=O)NCCC(=O)N(C)CC1CCN(CCc2cccc(C(F)(F)F)c2)CC1

Screen / compound no.,2,6,10,27,40,43
SRC3 inh,-23,-17,7,1,11,-2
LRH-1 inv ag,-60,4,1,-6,11,0
TWEAK Fn14 block,-41,5,8,-9,-7,-3
SRC2 inh,-39,16,-6,1,-3,-26
NCOA1 inh,-31,1,-1,-10,-5,-6
Granule exo inh,-3,0,0,-7,0,-5
TLR9-MyD88 block,/,4,/,-3,-1,-10
NOD2 RIPK2 PPI,-2,2,1,-4,6,-2
TROY signal inh,-37,8,3,-2,13,-16
COUP-TFII inh,-9,3,-1,10,-7,7
ABHD5 PLIN5 PPI,-10,-4,-8,6,-2,4

Screening results as filed in PubChem.
